Bioassay records: PubChem, several laboratories
Mtb BioA inh: blocks M. tuberculosis BioA enzyme activity; AID 602481; 360,000 tested, 0.096% active; purified M. tuberculosis BioA enzyme, plate reader; inhibition, % at 9.99 µM; in the data active means inhibition above about 40%
PriA SSB inh: blocks PriA binding to SSB C-terminal tail; 430,000 tested, 0.6% active; inhibition, % at 33 µM; AlphaScreen SSBct-PriA binding, biotinylated peptide; in the data active means inhibition mostly above about 37%, no sharp cut-off; inactive means mostly below about 20%;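 further: plate controls were negative control peptide for no effect and reference peptide for full effect; strong numbers were not always called active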
GDH-TPI counter: counter-screen for M. tuberculosis FBA inhibitors: GDH-TPI coupled enzymes; 360,000 tested, 1.2% active; inhibition, % at 4.8 µM; AID 588335; GDH-TPI coupled enzyme counterscreen, NADH absorbance; in the data active means inhibition above about 30%;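 further: 0% = DMSO wells and 100% = wells lacking the enzyme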
MazEF act: MazEF (E. coli) toxin RNase activation. 350,000 tested, 0.32% active. P0AE70. activation, % at 20 µM. FAM/BHQ RNA-DNA oligo cleavage fluorescence, 5 h; in the data active means activation above about 50%
Target sequence (P0AE70 whole entry, looked up): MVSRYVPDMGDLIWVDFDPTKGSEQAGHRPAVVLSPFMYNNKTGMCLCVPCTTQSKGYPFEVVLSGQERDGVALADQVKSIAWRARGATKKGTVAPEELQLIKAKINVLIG
Vc quorum ag: inducers of Vibrio cholerae quorum light production without autoinducers | V. cholerae BH1578 lux reporter, luminescence, 6 h | 350,000 tested, 0.16% active | activation, % at 18.7 µM | AID 588436; in the data active means activation mostly above about 9.7%, no sharp cut-off; further: not every result past the cut was called active; inactives centre near 0; reference of the scale not given here
3CLpro inhibitor: SARS-CoV 3CLpro protease inhibition; 290,000 tested, 0.14% active; AID 1706; recombinant SARS-CoV 3CLpro, quenched FRET peptide cleavage; P0C6X7; inhibition, % at 6 µM; in the data active means inhibition above about 12%
Mtb FBA inh: Mtb fructose-bisphosphate aldolase inhibition; 360,000 tested, 2.3% active; AID 588726; inhibition, % at 1 µM; P9WQA3; purified M. tuberculosis FBA, fluorescence read-out; in the data active means inhibition above about 27%;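 further: 0% = vehicle and 100% = reference inhibitor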
Target sequence (P9WQA3 whole entry, looked up): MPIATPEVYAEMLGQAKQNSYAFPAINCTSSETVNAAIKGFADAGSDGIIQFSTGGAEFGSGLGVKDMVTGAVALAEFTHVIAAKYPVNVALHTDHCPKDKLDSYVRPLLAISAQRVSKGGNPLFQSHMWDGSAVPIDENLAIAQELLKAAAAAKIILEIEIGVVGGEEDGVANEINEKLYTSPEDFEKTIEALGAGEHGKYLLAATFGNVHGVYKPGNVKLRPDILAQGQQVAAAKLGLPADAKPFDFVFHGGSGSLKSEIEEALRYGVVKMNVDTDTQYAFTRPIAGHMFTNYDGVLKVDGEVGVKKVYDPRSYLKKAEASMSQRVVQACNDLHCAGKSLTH
VHR inh abs: DUSP3 (human) phosphatase inhibition | 290,000 tested, 0.52% active | P51452 | inhibition, % at 13.3 µM | recombinant VHR phosphatase, pNPP absorbance; in the data active means inhibition above about 50%; further: some compounds called inactive have numbers as strong as hits
Target sequence (P51452 whole entry, looked up): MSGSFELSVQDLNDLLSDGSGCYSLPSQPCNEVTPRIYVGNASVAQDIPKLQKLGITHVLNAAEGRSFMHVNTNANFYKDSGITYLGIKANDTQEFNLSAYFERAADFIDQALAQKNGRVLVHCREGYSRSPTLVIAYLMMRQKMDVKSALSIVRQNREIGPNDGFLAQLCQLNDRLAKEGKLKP
Rv3671c inh: inhibits the M. tuberculosis serine protease Rv3671c; inhibition, % at 5.96 µM; 320,000 tested, 0.048% active; P9WHR9; in the data active means inhibition above about 38%;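 further: extracellular domain of Rv3671c used as enzyme; 0% = enzyme with DMSO and 100% = no enzyme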
UGM FP inh: blocks M. tuberculosis UGM enzyme | P9WIQ1 | purified UGM, fluorescence polarization probe displacement | inhibition, % at 10 µM | 320,000 tested, 0.06% active | AID 504406; in the data active means inhibition above about 10%, passing the limit was not always enough
Target sequence (P9WIQ1 whole entry, looked up): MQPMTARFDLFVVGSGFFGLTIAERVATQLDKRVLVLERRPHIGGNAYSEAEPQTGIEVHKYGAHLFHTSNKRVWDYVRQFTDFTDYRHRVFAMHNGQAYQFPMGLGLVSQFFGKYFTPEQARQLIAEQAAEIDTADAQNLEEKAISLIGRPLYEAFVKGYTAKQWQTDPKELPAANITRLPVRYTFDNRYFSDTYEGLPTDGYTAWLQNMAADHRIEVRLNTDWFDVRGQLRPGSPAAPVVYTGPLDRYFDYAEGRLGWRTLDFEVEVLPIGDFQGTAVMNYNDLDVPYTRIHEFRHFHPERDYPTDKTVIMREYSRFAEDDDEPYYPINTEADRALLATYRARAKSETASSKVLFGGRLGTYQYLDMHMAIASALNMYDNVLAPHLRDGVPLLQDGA
* hit, by the source's call; i = inactive; . = not tested or not shown; & = joins results of further samples.

The opening 2 entries, ahead of the listing:
No. | compound | Mtb BioA inh | PriA SSB inh | GDH-TPI counter | MazEF act | Vc quorum ag | 3CLpro inhibitor | Mtb FBA inh | VHR inh abs | Rv3671c inh | UGM FP inh
1 | CC(C)(C)C(=O)NC(C(N)=O)=C(Cl)Cl | -1.9 | -19 | -1 | 3 | -1.5 | -7 | 2 | 11 | 6 | -0.2
2 | COc1ccc(Nc2nc(NC(C)C)nc3ccsc23)cc1OC | 8.9 | . | 11 | . | -0.5 | . | -4 | . | . | .

The listing, from the start:
No. | compound | Mtb BioA inh | PriA SSB inh | GDH-TPI counter | MazEF act | Vc quorum ag | 3CLpro inhibitor | Mtb FBA inh | VHR inh abs | Rv3671c inh | UGM FP inh
1 | CC(C)(C)C(=O)NC(C(N)=O)=C(Cl)Cl | -1.9 | -19 | -1 | 3 | -1.5 | -7 | 2 | 11 | 6 | -0.2
2 | COc1ccc(Nc2nc(NC(C)C)nc3ccsc23)cc1OC | 8.9 | . | 11 | . | -0.5 | . | -4 | . | . | .
3 | CN(C(=O)c1ccc(NC(=O)Cc2ccc(NC(=O)C3CCCN(S(=O)(=O)c4cccc([N+](=O)[O-])c4)C3)cc2)cc1)C1CCCC1 (centres undefined) | -1.3 | -5 | 6 | -6 | -1.1 | . | 0 | . | . | .
4 | OC(COCc1ccccc1)COCc1ccccc1 | -0.2 | -13 | 5 | 9 | i | . | 2 | . | . | .
5 | COc1ccc(S(=O)(=O)N(C)[C@H]2C[C@H]3c4cc(N5CCN(C)CC5)ccc4CCN3C(=O)[C@H]2[C@H](C)O)cc1 | -0.2 | . | -2 | 8 | 1.0 | . | 4 | . | . | .
6 | O=C(NC1CCCC1)c1cccc(S(=O)(=O)N2CCCC2)c1 | -0.5 | -11 | 1 | 5 | i | . | 0 | . | -8 | -2.5
7 | C[C@H](NC(=O)c1nc[nH]c1C(=O)NCc1ccccc1)C(=O)OC(C)(C)C | 2.1 | -13 | -4 | -1 | -0.3 | 4 | -1 | 10 | 2 | -1.3
8 | O=C(COc1cc(Cl)ccc1Cl)Nc1nnc(C2CC2)s1 | -0.2 | 8 | 1 | 0 | i | 3 | -3 | -5 | -2 | 0.2
9 | CCOC(=O)N1CCC(NCCNC(=O)c2ccc(F)cc2)CC1 | -3.2 | -6 | 0 | 3 | i | . | -1 | . | -6 | -1.2
10 | CCN(CC)C(=O)Cn1cnc2sc(C(=O)N3CCN(c4ccc(OC)cc4)CC3)c(C)c2c1=O | 0.4 | -6 | 18 | 4 | -0.6 | 5 | 2 | 47 | 1 | 0.1
11 | O=C(NCCC(=O)N1CCCCC1)c1ccc(Br)cc1 | -1.0 | 2 | 0 | -2 | 11 | 6 | 1 | -19 | -4 | 0.3
12 | O=C(O)CCC(NC(=O)c1cncc(O)c1)C(=O)O (centres undefined) | -1.1 | -11 | 9 | 7 | -0.3 | 2 | 17 | -17 | 0 | -1.6
13 | O=C(/C=C/c1ccco1)N(Cc1ccc(F)cc1)C1CCS(=O)(=O)C1 (centres undefined) | . | 3 | 8 | 8 | -0.3 | 3 | 2 | -8 | 8 | 2.2
14 | Cc1nnnn1/C(=C\c1ccccc1)C(=O)OCC(=O)N(C)C1CCS(=O)(=O)C1 (centres undefined) | . | -8 | -7 | 2 | -0.5 | -2 | -2 | -11 | -3 | -1.2
15 | COCCn1nnnc1C(c1cc2ccc(OC)cc2[nH]c1=O)N1CCc2ccccc2C1 (centres undefined) | 0.2 | -12 | 16 | 2 | -0.4 | 0 | 2 | 25 | -39 | 0.8
16 | COc1ccccc1C=C1C(=O)NC(=S)NC1=O | -2.1 | -5 | 9 | -15 | -3.3 | . | 1 | . | . | .
17 | COc1cc(-c2c(C#N)c(N)nc3c2CCCC3)cc(OC)c1OC | 16 | -2 | 9 | 11 | -0.3 | 0 | 3 | 22 | 2 | -3.7
18 | CCOc1ccc(-c2nnn(CC(=O)Nc3cc(OC)ccc3OC)n2)cc1OCC | 0.1 | 1 | 18 | -48 | -0.5 | 1 | 3 | 20 | 10 | 1.1
19 | CCC(=O)n1nc(-c2ccc(OC)cc2)nc1N | -0.7 | -3 | -7 | -1 | i | -3 | -2 | 28 | -9 | 0.9
20 | Cn1cc(C(=O)N2CCc3ccccc3C2)c(=O)c2cc(S(=O)(=O)N3CCCCC3)ccc21 | . | . | . | . | . | 2 | . | -8 | 2 | -0.1
21 | COc1ccc([N+](=O)[O-])cc1N(CC(O)CN1C(=O)NC(C)(C)C1=O)S(=O)(=O)c1ccccc1 (centres undefined) | . | -9 | 3 | 7 | -0.1 | 1 | 0 | 5 | 3 | -0.4
22 | COC(=O)C(NC(=O)c1ccc(F)cc1)(Nc1nc(C)cs1)C(F)(F)F (centres undefined) | -0.4 | -2 | -2 | 9 | -2.4 | 0 | -1 | 6 | -5 | -0.6
23 | COc1cc2c(cc1OC)C1(CCCC1)CNC2c1cccc([N+](=O)[O-])c1 (centres undefined) | 2.0 | 7 | 2 | 10 | -0.1 | -3 | -2 | -2 | -3 | 1.5
24 | CC1(C2CC2)NC(=O)N(CC(=O)NCC(=O)Nc2ccc(F)c(F)c2F)C1=O (centres undefined) | -1.1 | -18 | 18 | 1 | -1.2 | . | 0 | . | 6 | 0.2
25 | Cc1cccc(/N=C/C2=C(O)CC(C)(C)CC2=O)n1 | . | . | 19 | 8 | -1.3 | -4 | -1 | 9 | 6 | -0.8

As entered above:
#21 | 3CLpro inhibitor: 1
#6 | Mtb FBA inh: 0

(continued)
No. | compound | Mtb BioA inh | PriA SSB inh | GDH-TPI counter | MazEF act | Vc quorum ag | 3CLpro inhibitor | Mtb FBA inh | VHR inh abs | Rv3671c inh | UGM FP inh
26 | Cc1ccc2nc(SCc3cccc([N+](=O)[O-])c3)nc(C)c2c1 | -0.9 | -4 | 0 | -6 | i | -1 | 0 | 6 | 12 | -0.7
27 | Cc1cc(=O)n2c(n1)NC(Nc1cccc(C)c1C)=NC2c1ccc(F)cc1 (centres undefined) | -0.1 | -3 | -8 | 5 | 0.6 | -5 | 1 | 17 | 0 | -0.9
28 | C=CCn1c(Sc2ccccc2)nc2c1c(=O)[nH]c(=O)n2C | 5.7 | 1 | -3 | 2 | 0.3 | 2 | 3 | 29 | -2 | 1.5
29 | COc1ccc(F)cc1S(=O)(=O)Nc1cccc(C(=O)O)c1 | . | -1&3 | 3 | 8 | -0.1 | -5 | 0 | -17 | 0 | 0.0
30 | CC(C)NC(=O)CN(C(=O)CCC(=O)Nc1nccs1)c1ccc(C(C)C)cc1 | -1.7 | -8 | 13 | -7 | -0.5 | 3 | 0 | -8 | 0 | 1.5
31 | COc1cc(CNC(=O)c2cc3ccccc3oc2=O)cc(OC)c1OC | . | -3 | 14 | 19 | -0.8 | . | 2 | . | -7 | -0.4
32 | CC1=C(C(N)=O)C(c2ccccn2)n2nc(SCc3ccccc3Cl)nc2N1 (centres undefined) | -2.2 | -7 | 7 | 0 | -0.4 | -1 | 1 | 24 | -5 | 3.1
33 | O=C(O)c1ccccc1-c1ccccc1C(=O)NNc1ccc([N+](=O)[O-])cc1 | . | 5&0 | 1 | -4 | i | 2 | -5 | 12 | -12 | -1.3
34 | CN1C[C@H]2CON(C)[C@H]2C[C@H]1c1cccc(-c2ccc(C#N)cc2)c1 | -0.4 | -6 | 9 | -7 | -0.5 | . | 0 | . | . | .
35 | CN(C)CCCNS(=O)(=O)c1ccc(N2CCC(c3ccc(Cl)cc3)=N2)cc1 | . | . | . | . | . | 4 | . | 21 | 8 | 2.2
36 | CC1(C)Cc2nc3[nH]c(=S)[nH]c(=O)c3cc2CO1 | -1.4 | -2 | 22 | 5 | i | -3 | 0 | 25 | -11 | 0.2
37 | O=C(Nc1ccnc(-c2cccnc2)n1)c1ccc(F)cc1 | . | . | . | . | . | 2 | . | 1 | 0 | 3.9
38 | Cc1ccc(OCCn2cc(C#N)c3ccccc32)cc1 | -0.7 | -42 | -1 | -1 | 0.7 | 1 | -2 | 18 | -11 | -3.8
39 | N#CCOC(=O)[C@H](Cc1ccccc1)N1C(=O)c2ccccc2C1=O | 1.0 | -4 | 4 | 6 | -0.7 | -1 | -1 | 1 | 7 | 1.6
40 | CCC(C)[C@H]1COCCS(=O)(=O)N1Cc1ccc(C)cc1 (some centres undefined) | 0.1 | -11 | 0 | 1 | -0.6 | 4 | 0 | 9 | -1 | 1.2
41 | O=C(Nc1ccc(-c2nc3cc(NC(=O)c4cccs4)ccc3o2)cc1)c1cccs1 | -1.8 | -6 | 0 | 30 | -1.4 | 7 | 1 | 6 | -6 | 2.3
42 | CC1=CC(C)(C)[N+](C)=CN1c1ccccc1 | . | 14 | 0 | 5 | i | 1 | 0 | -20 | -7 | -0.2
43 | COCCn1c(SCC(=O)NC2CCCC2)nc2ccccc2c1=O | -0.2 | 4 | -1 | -13 | -0.3 | . | 2 | . | . | .
44 | CCOc1ccc(Cl)cc1/C=N/NC(=O)c1ccccc1 | . | . | 16 | 21 | 1.7 | -4 | 3 | 15 | -16 | -2.6
45 | COc1cc(C2c3c(oc4ccccc4c3=O)C(=O)N2c2nccs2)ccc1O (centres undefined) | 1.3 | 2 | 20 | 1 | i | 4 | -2 | 25 | 3 | -1.5
46 | O=S(=O)(NCc1ccc2c(c1)OCO2)c1ccc(F)c(F)c1 | -0.5 | -10 | -6 | -5 | -0.2 | -2 | -1 | 0 | 4 | 1.4
47 | COc1ccc2ccccc2c1/C=N/NC(=S)Nc1cc(S(=O)(=O)N2CCOCC2)ccc1N1CCOCC1 | -0.4 | . | 5 | -4 | -0.4 | 6 | 1 | -7 | -14 | -0.3
48 | COC(=O)c1ccccc1NC(=O)n1cc(C)cn1 | -1.4 | -5 | 13 | -3 | -1.2 | -6 | 6 | 33 | 0 | 0.6
49 | O=C(NCc1cccnc1)C(=O)NCC1OCCCN1S(=O)(=O)c1ccccc1 (centres undefined) | . | 3 | 3 | 0 | -0.4 | -3 | -6 | -6 | 5 | -1.1
50 | Cc1cc(C)c2cc(C#N)c(NCCOC(=O)c3ccccc3C)nc2c1 | -1.3 | -35 | -1 | -6 | -0.4 | 2 | 18 | 16 | -12 | 2.2
51 | CCCc1cc(=O)n2c(nc3ccccc32)[nH]1 | -1.1 | 3 | 14 | 8 | -1.0 | -1 | 47* | 16 | -2 | 1.3
52 | Cc1cc(OCC(=O)N2CCC(C(N)=O)CC2)c2c(C)c(C)c(=O)oc2c1 | 0.4 | 1 | -7 | -14 | -0.7 | 4 | 7 | 25 | -10 | 0.2
53 | CNC(=O)c1cc(C(=O)c2ccc(Cl)cc2)c[nH]1 | -1.6 | -7 | 2 | 10 | i | -5 | 8 | -14 | -2 | 1.2
54 | C/C(=N\Nc1nc(-c2ccccc2)cs1)c1cccs1 | -0.6 | . | 27 | 6 | -0.3 | -6 | 3 | -4 | -2 | -1.7
55 | Cc1cc(C(=O)NCc2ccc(S(N)(=O)=O)cc2)cs1 | 0.8 | 4 | -10 | 1 | -0.4 | 0 | 0 | 7 | -1 | -3.1
56 | COc1ccc(NS(=O)(=O)c2ccc(O)c(C(=O)OCC(=O)N3CCCCC3)c2)cc1 | -1.5 | 2 | 15 | 8 | i | . | 3 | . | -5 | 1.0
57 | COC(=O)c1ccc(C2/C(=C(/O)c3ccc(OC)cc3)C(=O)C(=O)N2CC2CCCO2)cc1 (centres undefined) | -2.4 | . | 6 | -2 | 1.5 | 4 | 8 | 4 | -2 | -1.5
58 | Cc1nn(CC(=O)NCCCN2CCCCC2)c(=O)c2cccn12 | 0.4 | 6 | 6 | 13 | i | -3 | 9 | 14 | -4 | -0.9
59 | O=C(O)Cc1cn(-c2ccccc2)nc1-c1ccccc1 | -1.1 | 11 | -8 | 9 | i | 10 | 4 | 24 | 0 | -0.3
60 | COc1cccc(CN2CCNC(=O)C2CC(=O)NCCN2CCCCC2=O)c1 (centres undefined) | 0.4 | 1 | -2 | 4 | 0.5 | -6 | 6 | 2 | -2 | -1.4
61 | CCc1cccc(C)c1NC(=S)NCC(c1cccnc1)N1CCOCC1 (centres undefined) | . | -13 | 1 | -1 | -0.2 | -1 | 2 | 7 | 9 | -1.5
62 | Cc1ccc2nc(-c3ccc(O)c(O)c3)cn2c1 | -0.1 | 6 | 9 | 6 | 1.0 | -5 | 1 | -8 | -1 | -0.5

A portion of the library. The share of hits here may be higher or lower than overall.
